Screening results deposited in PubChem BioAssay by National Center for Advancing Translational Sciences (NCATS).
HT1080-NT tox – qHTS for induction of synthetic lethality in tumor cells producing 2HG: qHTS for the HT-1080-NT fibrosarcoma cell line | HT-1080-NT fibrosarcoma viability, CellTiter-Glo ATP luminescence, 48 h | Potency, µM (highest dose often 46.1 µM), for the others: at the top dose activity, negative = less viability, actives largely listed as cytotoxic | actives 1.6% (n = 360,000) | AID 686970, 2013;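 note: NT is the 2HG producing partner of a matched IDH1 knockdown line; potency is the fitted concentration of half-maximal effect; 0% = DMSO-treated cells and -100% = media-only wells without cells; nearly all actives have a fitted effect of over 55% in size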
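Read-out is CellTiter-Glo luminescence after 10 minutes at room temperature, following 48 hours' compound treatment of HT-1080-NT cells (750 cells/well, RPMI, 5% FBS, 37 degrees C).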
IL1B secr inh – qHTS for Inhibitors of Inflammasome Signaling: IL-1-beta AlphaLISA Primary Screen; THP-1 LPS/ATP IL-1B secretion, AlphaLISA, 16 h; hits give low values; activity change, % at 57.5 µM; actives 4.7% (n = 360,000); AID 743279, 2014; in the data active = activity change below about -50%; inconclusive = mostly about -30% to -49%; note: % is set by controls: 0 for no effect and ±100 for the full control effect
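Secreted IL-1B measured by AlphaLISA bead assay after 16 h compound exposure of THP-1 cells; compounds (final up to 57.5 uM) added 1 h before LPS (250 ng/mL) and ATP (1.25 mM) stimulation; lower signal means less secretion.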
KB-V1 MDR tox – qHTS assay for MDR1-selective chemotherapeutics: Primary screen using the drug-selected MDR subline cells KB-V1. KB-V1 MDR cells viability, CellTiter-Glo, 72 h. Potency, µM (top dose mostly 46.1 µM), inactives show at the top dose activity change, negative = cytotoxicity, actives largely listed as cytotoxic. actives 3.4% (n = 400,000). AID 1347076, 2019; note: potency is the fitted concentration of half-maximal effect; % is set by controls: 0 for no effect and ±100 for the full control effect; nearly all actives have a fitted effect of over 60% in size
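Cytotoxicity toward P-gp-expressing KB-V1 cells was determined as loss of CellTiter-Glo luminescence after 72 h at 37 degrees C. Compounds were tested in quantitative HTS format across a concentration range, with curves fitted to normalized data.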
MCF10A rereplic – A quantitative high throughput screen for small molecules that induce DNA re-replication in MCF 10a normal breast cells; actives 2.9% (n = 350,000); Potency, µM (top dose mostly 46.1 µM), for the others: top-dose activity, positive = re-replication, actives largely listed as activators; MCF 10A DNA re-replication, Hoechst nuclear intensity, 48 h; note: potency is the fitted concentration of half-maximal effect; % of control where 0% means no effect; nearly all actives have a fitted effect of over 50% in size
ATXN2 expr inh – Primary qHTS for Inhibitors of ATXN expression | Potency, µM (titrated, usually from 57 µM), for the others: at the highest dose activity change, negative = inhibition, usual class: inhibitors | HEK-293 ATXN2-luciferase reporter, luminescence, 24 h | actives 0.72% (n = 360,000) | AID 1745845, 2022; note: potency is the fitted concentration of half-maximal effect; % is set by controls: 0 for no effect and ±100 for the full control effect; nearly all actives have a fitted effect of over 55% in size
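ATXN2-luciferase reporter cells (luciferase flanked by upstream and downstream ATXN2 gene portions) were treated 24 h at 37 °C with compounds at up to 57 uM. SteadyGlo luminescence gave expression; GF-AFC fluorescence gave viability.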
SW480 rereplic – A quantitative high throughput screen for small molecules that induce DNA re-replication in SW480 colon adenocarcinoma cells | SW480 DNA re-replication, Hoechst DNA content imaging, 48 h | Potency, µM (titrated, usually from 46.1 µM), for the others: at the highest dose re-replication activation, actives largely listed as activators | actives 1.8% (n = 340,000) | AID 624297, 2012; note: potency is the fitted concentration of half-maximal effect; % of control where 0% means no effect; nearly all actives have a fitted effect of over 55% in size
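DNA re-replication was detected as more nuclei of elevated Hoechst intensity after 48 hr exposure to compound (23 nL pinned per well of 250 cells).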
HT1080 IDH1KD tx – qHTS for induction of synthetic lethality in tumor cells producing 2HG: qHTS for the HT-1080-IDH1KD cell line; Potency, µM (doses to about 46.1 µM), inactives show top-dose activity, negative = toxicity, usual class: cytotoxic; AID 686971, 2013; actives 2% (n = 360,000); HT-1080 IDH1 knockdown viability, ATP luminescence, 48 h;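 note: potency is the fitted concentration of half-maximal effect; 0% = DMSO wells and -100% = cell-free medium wells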
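CellTiter-Glo luminescence after 48 h compound exposure at 37 degrees C of IDH1-knockdown HT-1080 cells in 5% FBS RPMI. %Activity scaled between DMSO wells and cell-free media wells, with curves fitted and assigned curve classes.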
WRN helicase inh – qHTS for Inhibitors of WRN Helicase. Bifunctional 3'-5' exonuclease/ATP-dependent helicase WRN (Homo sapiens), Q14191. AID 651768, 2012. actives 0.46% (n = 360,000). WRN helicase unwinding, fluorescent forked duplex, kinetic. Potency, µM (titrated, usually from 114 µM), without a hit: at the top dose activity change, negative = inhibition, actives largely listed as inhibitors; note: potency is the fitted concentration of half-maximal effect; % is set by controls: 0 for no effect and ±100 for the full control effect; nearly all actives have a fitted effect of over 55% in size
Target sequence (Q14191 whole entry, looked up): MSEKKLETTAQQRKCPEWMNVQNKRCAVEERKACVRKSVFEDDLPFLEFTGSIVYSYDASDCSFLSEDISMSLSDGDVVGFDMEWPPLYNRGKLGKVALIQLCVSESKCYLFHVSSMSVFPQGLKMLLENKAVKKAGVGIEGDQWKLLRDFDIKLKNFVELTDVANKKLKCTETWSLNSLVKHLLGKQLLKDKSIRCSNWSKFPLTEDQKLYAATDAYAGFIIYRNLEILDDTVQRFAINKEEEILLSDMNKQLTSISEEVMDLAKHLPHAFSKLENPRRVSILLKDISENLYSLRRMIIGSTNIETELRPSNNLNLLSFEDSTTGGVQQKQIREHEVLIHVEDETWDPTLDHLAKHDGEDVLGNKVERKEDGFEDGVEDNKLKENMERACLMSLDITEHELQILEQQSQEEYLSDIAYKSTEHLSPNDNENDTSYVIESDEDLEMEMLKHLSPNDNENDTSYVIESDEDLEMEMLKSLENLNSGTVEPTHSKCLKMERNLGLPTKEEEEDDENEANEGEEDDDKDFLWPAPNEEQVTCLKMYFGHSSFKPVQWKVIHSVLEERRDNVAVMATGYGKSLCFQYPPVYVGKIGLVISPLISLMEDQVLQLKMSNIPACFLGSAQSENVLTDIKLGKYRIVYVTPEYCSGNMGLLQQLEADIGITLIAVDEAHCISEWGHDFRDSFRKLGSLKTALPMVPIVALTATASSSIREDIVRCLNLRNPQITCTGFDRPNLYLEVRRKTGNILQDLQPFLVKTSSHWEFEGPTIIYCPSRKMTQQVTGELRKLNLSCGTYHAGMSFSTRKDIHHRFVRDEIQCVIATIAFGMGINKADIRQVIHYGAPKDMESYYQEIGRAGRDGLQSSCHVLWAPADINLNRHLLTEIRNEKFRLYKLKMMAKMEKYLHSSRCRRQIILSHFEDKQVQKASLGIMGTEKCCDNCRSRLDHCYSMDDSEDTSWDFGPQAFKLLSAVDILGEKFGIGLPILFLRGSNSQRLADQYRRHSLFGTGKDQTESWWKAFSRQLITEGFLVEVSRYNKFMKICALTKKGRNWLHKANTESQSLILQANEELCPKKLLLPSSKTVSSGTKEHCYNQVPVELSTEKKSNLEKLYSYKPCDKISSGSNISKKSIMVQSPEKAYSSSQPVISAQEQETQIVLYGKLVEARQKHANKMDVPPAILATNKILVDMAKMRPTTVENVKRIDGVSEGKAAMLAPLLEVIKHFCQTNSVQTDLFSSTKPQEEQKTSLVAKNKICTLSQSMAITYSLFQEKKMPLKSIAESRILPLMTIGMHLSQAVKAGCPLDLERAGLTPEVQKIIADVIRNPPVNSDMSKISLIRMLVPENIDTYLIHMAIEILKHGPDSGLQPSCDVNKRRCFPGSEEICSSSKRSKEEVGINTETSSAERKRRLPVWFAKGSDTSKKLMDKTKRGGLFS
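Enzyme (20 nM final) and test compound sit together 15 min at room temperature before substrate addition. Substrate is a single-forked duplex oligonucleotide (100 nM) labelled with fluorophore and quencher, with 2 mM ATP; helicase unwinding raises red fluorescence, read kinetically.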
KB-3-1 tox – qHTS assay for MDR1-selective chemotherapeutics: Primary screen using the parental adenocarcinoma cell KB-3-1. KB-3-1 viability, CellTiter-Glo ATP luminescence, 72 h. Potency, µM (doses to about 46.1 µM), for the others: top-dose activity change, negative = cytotoxic, hits mostly cytotoxic. actives 1.4% (n = 400,000). AID 1347075, 2019; note: potency is the fitted concentration of half-maximal effect; % is set by controls: 0 for no effect and ±100 for the full control effect; nearly all actives have a fitted effect of over 60% in size
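Parental KB-3-1 adenocarcinoma cells in phenol-red-free DMEM with 10% FBS were pin-treated with compounds at several concentrations, incubated 72 h at 37 °C, and viability read by CellTiter-Glo luminescence; concentration-effect curves were fitted after normalization.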
An asterisk follows results filed as active; ? = inconclusive; nt = not tested or not shown; [ ] = dose if it differs, or a comment. Unless noted, calls come from the whole dose curve; as a rule, active = well fitted curve in the direction sought with a large enough effect; inconclusive = small, poorly fitted or top-dose-only effect, or another doubt; inactive = no such curve, though single readings can be large; an effect the other way counts as inactive or inconclusive.

SMILES	HT1080-NT tox	IL1B secr inh	KB-V1 MDR tox	MCF10A rereplic	ATXN2 expr inh	SW480 rereplic	HT1080 IDH1KD tx	WRN helicase inh	KB-3-1 tox
CSc1ccccc1C(=O)OCC(=O)Nc1c(C)n(C)n(-c2ccccc2)c1=O	12.6%	-11.7	10.4%	nt	nt	nt	2.7%	-5.6%	1.9%
Cn1cccc1CC(=O)NNC(=S)NC(=O)c1ccc(F)cc1	-16.0%	44.9	-1.9%	-9.5%	?	-4.9%	?	-6.2%	0.0%
COc1ccccc1C(=O)NCCC(=O)N(C)Cc1cccs1	-0.8%	-0.8	-2.8%	6.7%	4.0%	14.3%	-3.0%	6.6%	-10.4%
CCNC(=S)N(Cc1ccc2c(c1)OCO2)C1CC(=O)N(c2ccc(OC)cc2)C1=O (stereo unspecified)	-8.0%	?	-27.4%	-3.1%	5.5%	-4.1%	-12.2%	-23.0%	-7.2%
CC(C)(C)CC(=O)Nc1nnc(-c2cccs2)s1	21.5%	-7.8	8.1%	-0.1%	52.9%[activator]	-2.9%	13.3%	16.8%	5.4%
O=C(/C=C/c1ccc(-c2ccccc2[N+](=O)[O-])o1)c1ccc(Br)cc1	?	-65.9*	1.7%	?	?	?	?	-16.1%	-3.4%
Nc1nnc(SCC(=O)Nc2ccc(N3CCOCC3)cc2)s1	0.2%	-8.4	27.4%	3.0%	8.6%	-0.1%	1.3%	1.1%	6.4%
S=C(NCCc1ccccc1)Nc1ccc(Nc2ccccc2)cc1	?	?	0.0%	23.0%	-33.6%[11.3 µM]	0.0%	?	?	-10.2%
COc1cn(-c2ccccc2)nc1C(=O)Nc1ccc(C)cc1	-16.4%	?	-3.9%	14.1%	20.1%	?	-8.0%	-11.3%	0.3%
COc1ccccc1C(=O)NC(=O)OCCn1c(C)cnc1[N+](=O)[O-]	1.5%	9.5	-11.3%	?	0.1%	-4.4%	-13.3%	-3.6%	0.7%
COc1cccc(CC(NC(C)=O)C(=O)NC2CCN(C(=O)C3CCCCC3)CC2)c1OC (stereo unspecified)	19.8%	13.5	13.8%	-4.2%	-5.7%	-7.3%	8.9%	0.5%	13.0%
CCC(=O)N1CCCC(C)(C(=O)Nc2ccc3oc(CC)nc3c2)C1 (stereo unspecified)	14.9%	42.5	0.5%	nt	2.5%	nt	-0.4%	1.6%	0.0%
O=C(NCCC(=O)N(CCc1ccccc1)Cc1ccccc1)c1ccc([N+](=O)[O-])cc1	-6.3%	-14.1	-11.6%	20.4%	-2.7%	1.6%	-3.8%	-13.9%	1.8%
CCOc1cc(NC(=S)NCc2ccco2)c(OCC)cc1NC(=O)CC(C)C	19.6%	12.2	-2.7%	-2.6%	-24.5%	0.7%	22.0%	-14.2%	1.4%
Cc1nc2ccc(C(=O)OCC(=O)N(C)c3ccccc3)cc2nc1C	0.5%	-3.4	-11.7%	4.9%	-13.2%	-10.9%	-5.0%	7.1%	-5.2%
CCOC(=O)c1ccc2c(c1)nc(COc1ccc3ccccc3c1)n2CC	?	-3.1	-12.5%	?	?	?	?	-9.5%	-2.4%
Cc1ccc(S(=O)(=O)N2C[C@H]3C(=O)C[C@@H](c4ccccc4)N(S(=O)(=O)c4ccc(C)cc4)[C@H]3C[C@H]2c2ccccc2F)cc1	22.8%	-19.6	-19.1%	nt	1.0%	nt	0.4%	-7.8%	-4.3%
CCC1(C)N(O)C(C)(C)C(c2ccc(OC)cc2)=[N+]1[O-] (stereo unspecified)	4.3%	-4.9	-8.4%	?	7.3%	11.5%	-0.8%	-3.7%	6.9%
O=C(CCNC(=O)c1ccc(Cl)cc1)NCCC1=CCCCC1	13.9%	-0.7	-11.9%	-12.9%	34.7%[activator]	1.8%	12.7%	-9.8%	-0.2%
CC(=O)NCC(=O)N(c1ccccc1)C1(C(=O)NC2CCCCC2)CCCCC1	15.0%	29.5	-1.5%	-0.5%	3.6%	-5.3%	23.6%	10.0%	2.0%

Shown with bars between the fields: entries from further up
canonical_smiles | HT1080-NT tox | IL1B secr inh | KB-V1 MDR tox | MCF10A rereplic | ATXN2 expr inh | SW480 rereplic | HT1080 IDH1KD tx | WRN helicase inh | KB-3-1 tox
CCNC(=S)N(Cc1ccc2c(c1)OCO2)C1CC(=O)N(c2ccc(OC)cc2)C1=O (stereo unspecified) | -8.0% | ? | -27.4% | -3.1% | 5.5% | -4.1% | -12.2% | -23.0% | -7.2%
CC(C)(C)CC(=O)Nc1nnc(-c2cccs2)s1 | 21.5% | -7.8 | 8.1% | -0.1% | 52.9%[activator] | -2.9% | 13.3% | 16.8% | 5.4%
O=C(/C=C/c1ccc(-c2ccccc2[N+](=O)[O-])o1)c1ccc(Br)cc1 | ? | -65.9* | 1.7% | ? | ? | ? | ? | -16.1% | -3.4%

Additional results:
SMILES	HT1080-NT tox	IL1B secr inh	KB-V1 MDR tox	MCF10A rereplic	ATXN2 expr inh	SW480 rereplic	HT1080 IDH1KD tx	WRN helicase inh	KB-3-1 tox
O=C(NCCS(=O)(=O)N1CCN(c2ccc(F)cc2)CC1)c1ccco1	0.2%	-2.3	-0.6%	?	-2.6%	-29.9%	0.3%	2.7%	3.8%
CC(C)Oc1cccc(C(=O)C2CCCN(Cc3ccc4nonc4c3)C2)c1 (stereo unspecified)	-9.8%	6.4	?	?	-3.3%	2.9%	-7.0%	-4.6%	-0.2%
CC(=O)N1C(=S)NC(=O)/C1=C1/C(=O)N(CC(=O)Nc2cccc(C)c2)c2ccccc21	9.9%	-18.3	5.0%	3.2%	20.5%	1.2%	20.4%	-3.9%	0.4%
Cc1ccccc1-n1nc2c(c1NC(=O)c1ccc(S(=O)(=O)N(C)C)cc1)CSC2	0.0%	17.0	-1.4%	28.0%	-4.5%	2.0%	15.5%	-3.4%	9.3%
CC(C)COc1ccc(C(=O)N/C(=C/c2cccc([N+](=O)[O-])c2)C(=O)O)cc1	5.9%	23.1	2.4%	-13.3%	0.8%	-3.8%	18.1%	-12.0%	4.4%
Cc1[nH]c2ccccc2c1C(=O)CN1CCCC1	0.0%	18.2	-1.1%	-4.8%	6.3%	-8.4%	-11.1%	-2.4%	3.8%
O=[N+]([O-])c1csc2ccccc12	3.5%	7.3	19.6%	?	-5.7%	0.4%	0.4%	12.4%	-3.9%
COc1ccc(CCNC(=O)COC(=O)c2cnccn2)cc1	10.0%	26.8	?	-4.6%	-3.0%	2.4%	4.5%	-1.4%	4.5%
COc1cc(C(=O)COC(=O)C2CCN(c3ccc(C(F)(F)F)cn3)CC2)ccc1OC(F)F	-0.4%	1.8	-2.7%	2.3%	6.0%	0.2%	-1.8%	-7.9%	20.7%
O=C(/C=C\c1ccccc1)Nc1ccc(NC(=O)c2ccco2)cc1	?	48.7	-21.3%	?	?	?	?	?	-12.4%
CCC(=O)NC(Nc1cc(C)cc(C)n1)(C(F)(F)F)C(F)(F)F	-1.7%	0.0	13.0%	-2.7%	-4.4%	-4.2%	-3.0%	-5.0%	-1.0%
Cc1ccc(NC(=O)CCC(=O)NNC(=O)NC23CC4CC(CC(C4)C2)C3)cc1C	-18.9%	-2.7	?	0.1%	1.0%	-6.9%	-14.4%	3.2%	-2.2%
CN(C)S(=O)(=O)c1ccc(Cl)c(NC(=O)CSc2nnnn2-c2ccc(O)cc2)c1	-18.4%	-28.0	?	9.2%	-10.6%	-0.3%	-15.4%	-8.8%	?
COc1cccc(NC(=O)COC(=O)c2ccco2)c1	9.8%	23.2	18.6%	-17.3%	0.2%	-1.9%	8.0%	15.4%	3.5%
Cc1cc(=O)n2nc(N3CCCC(C(=O)N4CCOCC4)C3)sc2n1 (stereo unspecified)	-0.5%	-3.2	-17.4%	5.1%	-2.3%	5.5%	-1.1%	-1.1%	10.2%
COc1ccc(-c2cc(=O)[nH]c(NCc3ccccc3)n2)cc1	?	-13.0	?	-3.9%	5.0%	0.2%	?	5.2%	-18.3%
CN(C)S(=O)(=O)c1ccc2nnn(OCC(=O)NC34CC5CC(CC(C5)C3)C4)c2c1	0.5%	13.4	3.66µM*	22.4%	6.7%	-1.2%	1.2%	-0.8%	1.9%
CCN(C[C@H]1N[C@@](Cc2ccccc2)(C(=O)OC)[C@H]2C(=O)N(C)C(=O)[C@@H]12)C(=O)Nc1ccc(C)cc1	0.0%	16.8	11.8%	?	8.7%	1.2%	-3.6%	-3.0%	7.5%
CCC(C)(C)n1nnnc1CN1CCN(C(c2ccccc2)c2ccccc2)CC1	?	11.0	?	25.5%	-7.1%	1.8%	-2.5%	-9.7%	-9.8%
O=C1CC2CS(=O)(=O)CC2N1c1ccc(Cl)cc1Cl (stereo unspecified)	10.1%	-4.5	1.4%	2.1%	-3.7%	-12.1%	3.1%	1.9%[57.1 µM]	8.4%
CCO[C@@H]1OC(C(=O)N2CCN(Cc3ccc4c(c3)OCO4)CC2)=C[C@H](C)[C@H]1CCCO	-1.3%	-2.8	-0.2%	?	1.4%	4.2%	2.6%	7.6%	-6.0%
COc1cccc(C(N)c2nc(-c3csc4ccccc34)cs2)c1 (stereo unspecified)	?	74.1	8.2µM*	nt	6.3%	nt	?	3.9%[57.1 µM]	7.31µM*
COc1ccc(OCCOC(=O)CNC(=O)c2ccc(C)cc2)cc1	-0.1%	4.4	-7.4%	2.3%	-3.8%	-4.2%	-0.5%	-7.1%	7.0%
